Screens (PubChem BioAssay)
IL-2 act: activates IL-2 in a cell-based reporter assay | IL-2 activation reporter assay, cell-based qHTS; stimulated with anti-CD3/CD4/CD28 beads; in transgenic mouse T cells | activation, % (series mostly up to about 46 µM) | hit rate 0.065% among 360,000; in the data active = activation above about 50%; inconclusive = mostly about 30% to 49%; also: 0% is about no effect
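Unstimulated transgenic mouse T cells preincubated 60 min with compound, then stimulated with anti-CD3/anti-CD4-coated beads plus anti-CD28 for 18 h at 37 degrees C. IL-2 response read as EGFP and DsRed fluorescence by plate cytometry.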
PLK1 PBD inh: blocks phosphopeptide binding to human PLK1 polo-box domain. P53350. Plk1 PBD binding of FITC phosphopeptide, fluorescence polarization. Potency, µM, for inactives: max response, negative = inhibition, actives largely listed as inhibitors. hit rate 2.8% among 360,000. AID 720504; also: potency is read from the fitted curve at half-maximal effect; series mostly up to about 57 µM; % is scaled to controls: 0 for no effect and ±100 for the full control effect; nearly all actives have a fitted effect of over 65% in size
FUS suppressor: rescues growth of FUS-expressing yeast. Potency, µM (top dose mostly 76.6 µM), inactives show at the top dose growth rescue (activation), actives largely listed as activators. S. cerevisiae FUS-expressing, growth rescue, OD600, 24 h. hit rate 0.24% among 390,000. AID 1347120;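 also: potency is read from the fitted curve at half-maximal effect; plate controls were DMSO vehicle for no effect and reference control for full effect; nearly all actives have a fitted effect of over 55% in size; some results filed as inactive show a strong effect at the top dose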
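Steps: raffinose overnight preculture; dilution to OD 0.005 in 2% galactose minimal medium; compound addition (concentration series); 24hr at 30C, 99% humidity; absorbance read at 600 nm.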
Abeta rescue: A-beta toxicity reversal in yeast. yeast expressing A-beta42, growth rescue, OD600, 48 h; response scale: 0% DMSO, 100% iron-clioquinol control. Potency, µM (titrated, usually from 46.1 µM), inactives show top-dose growth rescue, actives largely listed as activators. hit rate 0.063% among 410,000. AID 1347071; also: potency is read from the fitted curve at half-maximal effect; nearly all actives have a fitted effect of over 55% in size
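Yeast growth medium received pinned compounds, then yeast cells expressing toxic A-beta were added; plates incubated at 30 C for 48 hr. Growth read as absorbance at 600 nm, normalized to DMSO and equimolar FeCl3 plus clioquinol controls.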
WRN inhibitor: inhibitors of human WRN helicase. AID 651768. hit rate 0.46% among 360,000. WRN helicase unwinding, fluorescent forked duplex, kinetic. Potency, µM (titrated, usually from 114 µM), for inactives: at the top dose activity change, negative = inhibition, hits mostly inhibitors. Q14191; also: potency is read from the fitted curve at half-maximal effect; % is scaled to controls: 0 for no effect and ±100 for the full control effect; nearly all actives have a fitted effect of over 55% in size
Target sequence (Q14191 whole entry, looked up): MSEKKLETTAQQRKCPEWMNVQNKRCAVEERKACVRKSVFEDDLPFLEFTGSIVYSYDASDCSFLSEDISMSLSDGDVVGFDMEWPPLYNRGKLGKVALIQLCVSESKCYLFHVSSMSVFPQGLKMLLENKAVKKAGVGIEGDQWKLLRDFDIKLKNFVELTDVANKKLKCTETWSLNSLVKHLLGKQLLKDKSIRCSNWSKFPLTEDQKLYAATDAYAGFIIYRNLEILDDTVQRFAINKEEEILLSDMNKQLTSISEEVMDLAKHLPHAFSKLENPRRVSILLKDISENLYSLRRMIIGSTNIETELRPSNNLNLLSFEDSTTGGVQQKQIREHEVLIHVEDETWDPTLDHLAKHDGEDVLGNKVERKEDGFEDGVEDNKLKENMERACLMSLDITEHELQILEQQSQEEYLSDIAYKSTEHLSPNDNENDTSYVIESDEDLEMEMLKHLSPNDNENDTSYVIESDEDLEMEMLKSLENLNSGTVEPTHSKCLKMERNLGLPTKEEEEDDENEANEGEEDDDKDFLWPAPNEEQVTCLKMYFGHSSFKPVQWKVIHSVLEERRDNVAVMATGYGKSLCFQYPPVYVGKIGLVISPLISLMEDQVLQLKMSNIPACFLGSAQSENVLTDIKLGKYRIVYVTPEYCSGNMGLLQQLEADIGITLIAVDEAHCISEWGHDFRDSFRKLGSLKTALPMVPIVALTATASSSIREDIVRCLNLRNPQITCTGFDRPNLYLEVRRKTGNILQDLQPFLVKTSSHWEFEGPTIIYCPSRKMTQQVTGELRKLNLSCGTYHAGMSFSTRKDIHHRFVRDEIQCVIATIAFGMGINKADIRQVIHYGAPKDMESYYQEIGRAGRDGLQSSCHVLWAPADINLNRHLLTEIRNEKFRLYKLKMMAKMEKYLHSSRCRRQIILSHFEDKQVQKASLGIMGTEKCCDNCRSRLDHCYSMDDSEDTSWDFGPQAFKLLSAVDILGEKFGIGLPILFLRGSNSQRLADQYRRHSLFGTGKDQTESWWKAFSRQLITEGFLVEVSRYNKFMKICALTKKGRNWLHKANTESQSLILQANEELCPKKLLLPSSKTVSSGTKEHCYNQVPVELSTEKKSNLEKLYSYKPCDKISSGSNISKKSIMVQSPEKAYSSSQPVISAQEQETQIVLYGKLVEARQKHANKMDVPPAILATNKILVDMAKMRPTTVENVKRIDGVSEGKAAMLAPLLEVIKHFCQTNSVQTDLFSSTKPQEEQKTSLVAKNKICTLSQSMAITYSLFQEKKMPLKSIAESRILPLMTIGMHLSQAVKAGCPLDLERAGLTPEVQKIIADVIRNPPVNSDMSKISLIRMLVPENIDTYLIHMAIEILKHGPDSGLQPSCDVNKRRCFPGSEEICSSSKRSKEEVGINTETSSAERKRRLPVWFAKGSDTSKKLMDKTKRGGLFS
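Fluorescence dequenching readout, ex 525 nm/em 598 nm, kinetic mode: forked duplex DNA (100 nM final) with adjacent fluorophore and quencher unwound by WRN (20 nM final) with 2 mM ATP. Compound preincubation 15 min, room temperature.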
EPAC1 agonist: EPAC1 (human) agonism. EPAC1 agonist qHTS, biochemical assay; response scale: 100% = response to 6.5 mM cAMP. Potency, µM (top dose mostly 154 µM), for the others: at the highest dose activation, hits mostly activators. hit rate 0.073% among 360,000. AID 720707; also: potency is read from the fitted curve at half-maximal effect; nearly all actives have a fitted effect of over 60% in size
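Normalized to 6.5 mM cAMP, activity reflects EPAC1-catalysed release of BODIPY-GDP from Rap1B, followed kinetically over 30 min at 480 nm excitation, 540 nm emission. Reaction contained 100 nM EPAC1, 250 nM Rap1B-BODIPY-GDP, 50 uM GDP.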
aSyn rescue: rescues yeast growth from alpha-synuclein toxicity. Yeast expressing alpha-synuclein, growth rescue, BacTiter-Glo, 24 h. Potency, µM (highest dose often 46.1 µM), inactives show at the highest dose growth rescue (activation), usual class: activators. hit rate 0.14% among 370,000; also: potency is read from the fitted curve at half-maximal effect; % of control where 0% means no effect; nearly all actives have a fitted effect of over 65% in size
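Readout is rescue of growth in alpha-synuclein-expressing yeast, so inhibitors of toxicity appear as activators. Growth after 24 hr at 30 deg C in galactose medium is quantified by luminescence.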
PI5P4K alpha inh: PI5P4K alpha (human) kinase inhibition; max response, %; PI5P4Kalpha enzyme, ADP-Glo luminescence, 60 min; stronger effect = lower value; P48426; hit rate 1.2% among 330,000; active = max response of -50% or lower; inconclusive = between -30% and -50%; inactive = -30% or higher; also: value at the top dose of about 77 µM; % is scaled to controls: 0 for no effect and ±100 for the full control effect
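Compounds were pin-transferred onto PI5P4Kalpha and substrate in HEPES pH 7.4 buffer with EGTA, CHAPS and 5% DMSO. ATP (5 microM final) started the reaction, which ran 60 minutes at room temperature before ADP-Glo detection.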
EPAC1 antagonist: EPAC1 (human) antagonism. EPAC1 GEF assay, Rap1b-BODIPY-GDP exchange fluorescence. hit rate 0.14% among 360,000. O95398. Potency, µM (highest dose often 115 µM), without a hit: at the top dose activity change, negative = inhibition, actives largely listed as inhibitors. AID 720709;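 also: potency is read from the fitted curve at half-maximal effect; plate controls were vehicle for no effect and positive control for full effect; nearly all actives have a fitted effect of over 50% in size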
* = called active by the depositor; ? = inconclusive; · = not tested or not shown; [ ] = dose if it differs, or a comment. Unless noted, calls follow the shape of the dose curve; as a rule, active = well fitted curve in the direction sought with a large enough effect; inconclusive = small, poorly fitted or top-dose-only effect, or another doubt; inactive = no such curve, though single readings can be large; an effect the other way counts as inactive or inconclusive.

SMILES	IL-2 act	PLK1 PBD inh	FUS suppressor	Abeta rescue	WRN inhibitor	EPAC1 agonist	aSyn rescue	PI5P4K alpha inh	EPAC1 antagonist
COc1cc(NS(=O)(=O)c2ccc3c(c2)n(C)c(=O)n3C)cc(OC)c1	-0.3	1%	-8%	-11%	-19%	-14%	-10%	3	5%
CCCCCCCCNC(C)C(O)c1ccc(SC(C)C)cc1 (stereo not drawn)	-0.8	?	2%	-59%[inhibitor]	-6%	-24%	-22%	26	-19%
COc1ccc(-c2csc(NC(=O)C3CCCO3)n2)cc1 (stereo not drawn)	-3.7	-14%	17%	-7%	3%	5%	-10%	·	6%
CC(=O)Nc1cc2nc(C)n(Cc3ccccc3[N+](=O)[O-])c2nc1C	-0.1	2%	-1%	-5%	2%	11%	-1%	6	-2%
Cc1cc(C)cc(NC(=O)Cc2ccc(S(=O)(=O)N3CCCC3)s2)c1	-2.6	-6%	·	-1%	-32%	5%	-2%	0	?
O=C(C1CCN(S(=O)(=O)c2ccc(Cl)cc2)CC1)N1CCOCC1	0.4	-1%	-17%	14%	-8%	5%	·	0	-1%
Cc1cc(C(F)F)nn1CC(=O)NC1C(=O)N2C(C(=O)O)=C(CSc3nnnn3C)CSC12 (stereo not drawn)	-2.5	-19%	2%	-4%	-9%	5%	2%	3	9%
Cc1occc1C(=O)N(Cc1nc(-c2ccccc2)no1)C(C)C	-0.6	7%	-14%	1%	-2%	-7%	-1%	5	-3%
CCS(=O)(=O)C1=NSC2=NC(=O)/C(=C\c3ccc(OC(=O)c4ccco4)cc3)C(=N)N21	-1.5	?	9%	-6%	-16%	-1%	-5%	-87*	-10%
CCc1ccc(OCCOCC(O)CNC2CCCC2)cc1 (stereo not drawn)	3.9	1%	4%	-11%	2%	4%	5%	-1	3%
CCCOC(=O)c1ccc(NC(=O)CC(C)(C)C)cc1	-2.4	-14%	-6%	-9%	-10%	-9%	0%	3	-1%
Cc1cc(C(=O)COC(=O)C2=NNC(=O)CC2)c(C)n1CCc1ccccc1	2.1	-2%	5%	-5%	-2%	4%	15%	-2	-4%
Cc1ccc(-c2nc3c(c(=O)[nH]c(=O)n3CC(C)C)n2CC(C)C)cc1[N+](=O)[O-]	-3.9	-2%	12%	8%	-23%	-8%	-1%	0	-17%
COc1ccc(CCN=C(N)NS(=O)(=O)c2ccccc2)cc1OC	-0.5	-5%	·	-25%	18%	1%	-8%	-4	-7%
COC(=O)c1c(C(=O)OC)c(-c2ccc(C)cc2)n2c1CS(=O)(=O)C2	-0.1	-6%	0%	4%	5%	0%	-2%	0	-15%
CN(C)C(=O)c1ccc(-n2nc(C(F)(F)F)c3c2CCCC3)cc1	1.8	-5%	19%	-4%	1%	-6%	3%	-3	-3%
O=C(NCC(=O)N(CC1CCCO1)C(C(=O)NC1CCCCC1)c1cccnc1)c1cccs1 (stereo not drawn)	-1.8	-11%	-25%	-4%	-7%	-3%	-3%	-6	-19%
O=C(O)c1cccc2c1C(=O)c1cc([N+](=O)[O-])ccc1-2	-2.5	-5%	·	-1%	-18%	0%	3%	-4	-6%
COc1ccccc1S(=O)(=O)Cc1ccc(C(=O)NC(C)c2ccc3c(c2)OCCO3)o1 (stereo not drawn)	0.4	-2%	7%	8%	-8%	8%	1%	-1	-1%
COC(=O)COc1ccc2oc(=O)cc(-c3cc4cccc(OC)c4o3)c2c1	-2.1	3%	13%	3%	-15%	4%	4%	-3	-6%
CCC(=O)c1ccc(OCC(O)CN2CCN(C(c3ccccc3)c3ccccc3)CC2)cc1 (stereo not drawn)	-2.4	5%	25%	27%	-17%	15%	5%	·	-14%
CCC(c1nnnn1CCC(C)C)N1CCC(C(N)=O)CC1 (stereo not drawn)	-0.2	-3%	-2%	8%	5%	-1%	2%	0	5%
O=C(NCC1OCCc2ccccc21)c1cc(COc2c(F)cccc2F)on1 (stereo not drawn)	0.1	3%	26%	5%	-2%	11%	2%	10	-5%
CCOc1cc(C(=S)N2CCOCC2)ccc1OC(=O)c1ccccc1	0.6	?	35%	-12%	-5%	7%	-12%	1	-23%
CCCCc1cc(=O)oc2cc(OCC(=O)NCCN3CCOCC3)c(Cl)cc12	-0.5	-13%	18%	-14%	-4%[57.1 µM]	5%	-2%	7	0%
CCN(CC(=O)Nc1c(F)cccc1F)C(=O)CSCc1ccc(C)cc1	-0.7	-11%	-31%	7%	6%	13%	3%	-1	3%
CC1CC(C)(C)NC(=S)N1CCC(=O)N1CCc2ccccc2C1 (stereo not drawn)	-0.7	?	-1%	6%	13%	-2%	-1%	2	-6%
Cc1ncoc1C(=O)N1CCCC(C(=O)c2cccc(OC(C)C)c2)C1 (stereo not drawn)	0.7	-9%	-1%	2%	-6%	4%	1%	2	-3%
CCCc1nnc(NC(=O)CCC(=O)NC2CCCCC2)s1	-0.4	-4%	-22%	·	-6%	11%	2%	-1	-2%
COc1cc(/C=C/C(=O)c2ccccc2O)cc(OC)c1OC	-0.7	?	-1%	-59%[inhibitor]	-7%	-17%	13%	3	-25%
O=C(NNC1CC(=O)N(c2ccc(Br)cc2)C1=O)c1ccco1 (stereo not drawn)	1.5	-17%	16%	-18%	-4%	4%	0%	9	5%
CN1/C(=C\C(=O)c2cccnc2)C(C)(C)c2ccccc21	2.4	3%	-8%	0%	1%	-5%	12%	-1	0%
COc1ccc(CCNC(=S)c2ccccc2)cc1OC	-1.5	2%	?	8%	1%	-7%	0%	7	5%
COc1ccc(-n2cc(CNCCCN3CCCC3=O)c(-c3ccccc3Cl)n2)cc1	1.1	-17%	5%	-6%	5%	14%	-11%	-3	-8%
Cc1nn(C(=O)c2ccoc2C)c(N)c1-c1ccccc1	-2.3	-3%	-20%	-60%[inhibitor]	3%	-5%	-21%	-8	-2%
Cc1ccc(C(=O)NCC2CCCN2S(=O)(=O)c2cccs2)cc1C (stereo not drawn)	-0.9	-4%	19%	13%	-8%	0%	6%	-7	18%
c1ccc(-c2ccc3ncccc3n2)cc1	-0.5	1%	-15%	-13%	-5%	9%	-10%	-24	-7%
O=[N+]([O-])c1ccc(Sc2ccccc2Cl)nc1	-2.1	-7%	-4%	13%	-1%	7%	-5%	·	-19%
COc1ccc(C2/C(=C(\O)c3ccc4c(c3)CC(C)O4)C(=O)C(=O)N2Cc2cccnc2)c(OC)c1 (stereo not drawn)	0.2	-3%	7%	-21%	-12%	9%	2%	2	10%
Cc1cccc(NC(=O)CNC(=O)[C@H]2O[C@@H](n3ccc(=O)[nH]c3=O)[C@H](O)[C@@H]2O)c1C	-0.1	-6%	-27%	-15%	0%	8%	-6%	21	9%

Individual results from the results shown:
Reading for `Cc1cccc(NC(=O)CNC(=O)[C@H]2O[C@@H](n3ccc(=O)[nH]c3=O)[C@H](O)[C@@H]2O)c1C` under aSyn rescue: -6%
Reading for `O=C(NCC1OCCc2ccccc21)c1cc(COc2c(F)cccc2F)on1` (stereo not drawn) under Abeta rescue: 5%
Reading for `COc1ccc(CCNC(=S)c2ccccc2)cc1OC` under aSyn rescue: 0%

Other entries
SMILES	IL-2 act	PLK1 PBD inh	FUS suppressor	Abeta rescue	WRN inhibitor	EPAC1 agonist	aSyn rescue	PI5P4K alpha inh	EPAC1 antagonist
NC(=O)C(Cc1ccccc1)N1C(=O)c2ccccc2C1=O (stereo not drawn)	2.7	-14%	-3%	-3%	-3%	3%	1%	-8	-1%
COc1cccc(-c2nc(-c3ccc(NC(=O)Cc4ccccc4OC)cc3)no2)c1	-6.7	10%	·	-9%	?	10%	14%	7	-7%
O=C(Cn1ccc([N+](=O)[O-])n1)Nc1ccccn1	-0.7	-2%	-9%	9%	-5%	1%	8%	2	-25%
O=C(Nc1ccc(NC(=O)C2CC2)nc1)c1cccs1	-2.9	-2%	2%	-5%	-2%[57.1 µM]	-11%	-6%	-9	6%
CN(C(=O)CSc1ccccc1C(=O)O)C1CCCCC1	-0.4	-2%	-16%	19%	1%	3%	5%	·	-3%
Cc1ccc(C(=O)NC(C)c2ccccc2)cc1Br (stereo not drawn)	-0.2	5%	12%	0%	1%	-8%	-6%	3	-7%
NC(=O)CC(NC(=O)c1ccccc1)c1ccc(NCCN2CCCCC2)c([N+](=O)[O-])c1 (stereo not drawn)	0.3	-4%	-12%	-12%	-1%	-14%	-13%	0	-3%
COc1cc2oc3ccccc3c2cc1N(CC(=O)N1CCCCC1)S(=O)(=O)c1ccc(C)cc1	0.6	-6%	23%	21%	-12%	13%	11%	0	-20%
O=C(NCCCCNC(=O)C(F)(F)F)C(F)(F)F	-0.7	-5%	1%	-11%	2%	-14%	-4%	-6	18%
Cc1oc(-c2ccccc2F)nc1CS(=O)(=O)CC(=O)NCCCc1ccccc1	0.6	-7%	-16%	7%	-8%	-2%	4%	-10	-15%
CN(Cc1ccccc1)C(=O)c1cc2ccccc2o1	0.2	-6%	0%	-10%	1%	7%	-5%	·	8%
Cc1ccccc1N(CC(N)=O)S(C)(=O)=O	-1.0	0%	10%	-10%	-16%	0%	-1%	11	1%
CCOC(=O)c1ccc(NC(=O)CSc2nc3c(c(=O)n2-c2ccccc2OC)SCC3)cc1	0.1	6%	40%	1%	-3%	4%	1%	6	-8%
Cc1ccc2c(c1)c1c3n2CCN(C(=O)CCl)C3CCC1 (stereo not drawn)	1.3	-24%	27%	11%	-12%[57.1 µM]	4%	3%	4	-24%
COC(=O)C(O)(NC(=O)OCc1ccccc1)C(F)(F)F (stereo not drawn)	-2.4	-4%	20%	5%	7%	4%	0%	4	-14%
COc1cccc(C=C(C#N)C(=O)c2ccccc2)c1	0.7	2.1µM*	1%	9%	-5%[57.1 µM]	-6%	5%	-3	-9%
